# High-throughput results: PubChem BioAssay, several laboratories
# AHR activator = AHR activators, primary screen, cell-based, luminescence, luciferase reporter, human; Aryl hydrocarbon receptor (Homo sapiens), P35869; AHR-responsive luciferase reporter cells; activation, % at 5 µM; 2.5% of 320,000 active; AID 2796, 2010; in the data active = activation above about 47%;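 also: 0% = vehicle wells and 100% = reference agonist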
# Target sequence (P35869 whole entry, looked up): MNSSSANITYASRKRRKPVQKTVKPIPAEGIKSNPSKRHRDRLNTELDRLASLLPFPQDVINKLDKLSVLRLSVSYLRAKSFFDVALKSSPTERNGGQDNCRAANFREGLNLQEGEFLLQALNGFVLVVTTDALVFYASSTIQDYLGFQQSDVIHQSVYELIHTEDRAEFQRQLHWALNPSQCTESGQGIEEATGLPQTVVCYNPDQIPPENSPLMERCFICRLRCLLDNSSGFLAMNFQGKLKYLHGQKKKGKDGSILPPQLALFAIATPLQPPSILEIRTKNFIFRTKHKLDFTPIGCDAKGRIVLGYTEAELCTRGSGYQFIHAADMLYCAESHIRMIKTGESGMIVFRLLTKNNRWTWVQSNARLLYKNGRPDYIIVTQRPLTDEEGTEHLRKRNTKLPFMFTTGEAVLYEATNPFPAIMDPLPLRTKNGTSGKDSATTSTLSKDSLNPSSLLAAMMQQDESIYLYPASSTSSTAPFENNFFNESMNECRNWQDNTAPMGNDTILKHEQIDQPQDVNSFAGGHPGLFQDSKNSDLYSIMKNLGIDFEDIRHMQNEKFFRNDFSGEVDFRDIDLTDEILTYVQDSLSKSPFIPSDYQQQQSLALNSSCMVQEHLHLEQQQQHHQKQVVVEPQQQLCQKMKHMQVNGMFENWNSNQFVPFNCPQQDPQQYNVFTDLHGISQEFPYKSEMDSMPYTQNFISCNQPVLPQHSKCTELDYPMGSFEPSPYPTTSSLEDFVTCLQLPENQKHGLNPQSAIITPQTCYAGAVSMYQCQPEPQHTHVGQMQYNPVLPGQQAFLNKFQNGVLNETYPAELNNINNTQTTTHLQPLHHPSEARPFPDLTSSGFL
# MEP2 TOR yeast = modulators of MEP2-GFP levels in yeast, primary screen, S. cerevisiae, multiplex flow cytometry, MLPCN library; AID 2016, 2009; GFP response vs DMSO, % at 10 µM; 0.51% of 330,000 active; S. cerevisiae MEP2-GFP strain, 3 h; 100% = DMSO control level;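 active = GFP response versus DMSO above a set limit, roughly screen mean plus 3 SD, cut at about 180% in these data; inconclusive = fewer than 70 cells counted for a yeast strain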;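 also: median GFP fluorescence of the barcode-gated MEP2-GFP cells per well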
# AGP1 TOR yeast = modulators of AGP1-GFP expression in yeast TOR pathway, primary screen, cell-based, multiplex flow cytometry, S. cerevisiae, MLPCN library. 0.02% of 320,000 active. GFP response vs DMSO, % at 10 µM. AID 2066, 2009. 3 h; GFP as percent of DMSO wells;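 active = GFP response relative to DMSO above a set limit, near screen average plus 3 SD, cut at about 150% in these data; inconclusive = fewer than 70 cells counted for the yeast strain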;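 also: median GFP channel fluorescence of the gated AGP1 strain per well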
# CIT2-GFP yeast = modulators of CIT2-GFP expression in yeast, primary screen, S. cerevisiae, GFP fusion, multiplex flow cytometry, MLPCN library. 0.065% of 320,000 active. GFP response vs DMSO, % at 10 µM. S. cerevisiae CIT2-GFP strain, 3 h; 100 means same as DMSO wells. AID 2029, 2009;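 active = GFP response relative to DMSO above a set limit, near the screen mean plus 3 SD, cut at about 150% in these data; inconclusive = Fewer than 70 cells measured for a yeast strain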;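 also: ratio of well median GFP fluorescence to mean of DMSO wells on the plate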
# RPL19A TOR yeast = RPL19A-GFP expression modulators in yeast, primary screen, cell-based, S. cerevisiae, multiplex flow cytometry, MLPCN. S. cerevisiae RPL19A-GFP strain, 3 h; stronger effect = lower value. percent response vs DMSO, % at 10 µM. 0.3% of 330,000 active. AID 2025, 2009;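 active = percent response vs DMSO below 50%; inconclusive = fewer than 70 events counted for the yeast strain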;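 also: median channel GFP fluorescence of the barcoded RPL19A-GFP strain; ratio of sample median GFP to plate DMSO average so 100% = DMSO; lower means less RPL19A-GFP as with rapamycin TOR inhibition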
# Yeast superoxide = reduction of superoxide in aged yeast, primary screen, HTS; superoxide response (% of plate mean), % at 10 µM; S. cerevisiae aged cells, superoxide DHE fluorescence; stronger effect = lower value; 0.18% of 330,000 active; AID 2690, 2010;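 active = superoxide response under a set limit, about three screen SD below normal, cut at about 65% in these data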;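 also: yeast aged for seven days with compound at 30 °C before DHE staining; 100% = average MFI of all compound-treated wells on the plate with controls excluded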
# LAP4 TOR yeast = modulators of LAP4-GFP expression in yeast, primary screen, S. cerevisiae, multiplex flow cytometry, MLPCN library; 3 h; median GFP as percent of DMSO wells; GFP response vs DMSO, % at 10 µM; 0.34% of 320,000 active; AID 2023, 2009;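 active = GFP response vs DMSO above a set limit, about the screen mean plus 3 SD, cut at about 150% in these data; inconclusive = under 70 cell events counted for the yeast strain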
# Efflux pump inh = inhibitors of Candida efflux pumps in yeast, primary screen, S. cerevisiae, Nile Red, multiplex; S. cerevisiae Candida pump triplex; inhibition, % at 10 µM; 0.44% of 330,000 active; AID 485275, 2010;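 active = plate passing quality check with inhibition over a set limit, or well fluorescence over plate mean plus 4 SD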;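 also: Nile Red retained in pooled yeast measured as flow cytometry median fluorescence; 0% = buffer negative control and 100% = Enniatin B positive control; higher means more Nile Red kept so more efflux inhibition; some compounds called inactive have numbers as strong as hits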
# Active calls of the source: *; u = inconclusive; x = not tested or not shown.
# Each structure is followed by: AHR activator	MEP2 TOR yeast	AGP1 TOR yeast	CIT2-GFP yeast	RPL19A TOR yeast	Yeast superoxide	LAP4 TOR yeast	Efflux pump inh
> Nc1cc(C(=O)OCC(=O)NNC(=O)c2ccccc2F)ccc1Cl
 : 1	98	97	108	97	87	89	-0.2
> O=C(CCCOc1ccccc1)Nc1ccccc1C(F)(F)F
 : 2	91	102	99	101	92	100	10*
> CS(=O)(=O)N(CC(=O)Nc1ccccc1C(=O)NCc1ccco1)c1ccc2c(c1)OCCO2
 : -2	95	99	96	92	93	93	0.0
> CC(C)CC(=O)Nc1ccc(C(=O)CN2C(=O)NC3(CCOc4ccccc43)C2=O)cc1 (configuration not stated)
 : 8	95	92	92	97	87	94	0.1
> NC(=O)[C@H]1CC2(CC(c3cccc(NC(=O)COc4ccc(Cl)cc4)c3)=NO2)CN1C(=O)[C@H]1CCC(=O)N1 (some centres not stated)
 : -2	105	100	115	101	96	119	-0.3
> O=C(CSc1nnc2ccccn12)Nc1ccc(N2CCOCC2)cc1
 : 3	111	105	108	107	95	107	0.2
> O=C(Oc1c(CN2CCOCC2)cc(Cl)c2cccnc12)c1ccc(F)cc1
 : 5	105	102	100	104	104	99	0.0
> CCOC(=O)C1=C(C)NC(C)=C(C(=O)OCC)C1C(=O)OCC(=O)c1ccc2c(c1)OCCO2
 : 21	102	103	100	101	103	102	0.1
> Cc1[nH]nc(N)c1-c1ccccc1
 : -1	88	91	87	99	99	85	-0.3
> O=C1CCC(=O)O1
 : -1	97	107	99	105	91	114	-0.2
> Cc1cc2ccc3ccccc3c2cc1CN(C)C
 : 45	95	84	93	92	98	93	0.0
> N#Cc1cnc(NN)nc1
 : 19	99	93	90	94	106	96	0.9*
> O=C(N/N=C/c1cn[nH]c1-c1ccc(Cl)cc1)c1ccc([N+](=O)[O-])cc1
 : 25	96	94	96	104	125	87	0.4
> COc1ccc(CCNC(=O)c2ccc(-c3ccc([N+](=O)[O-])cc3Cl)o2)cc1
 : 9	101	94	88	100	80	97	6.7*
> CC1(C)Oc2ccc(C(=O)N3CCCC3)cc2N(CC(=O)NCc2ccccc2)C1=O
 : 3	86	105	97	93	81	86	-0.1
> Cc1cc(C)c(N)cc1C
 : 0	98	100	90	96	114	99	0.1
> CC(CCC(=O)O)C1CC[C@H]2C3CCC4CC(=O)CCC4(C)[C@H]3CC(=O)C12C (some centres not stated)
 : 5	102	90	89	98	95	117	0.2
> CCOc1c2ccc(C(=O)NCCc3ccc(C)cc3)cc2nn1CC
 : 1	95	89	95	103	94	109	0.0
> Cc1ccc(Nc2ncnc3ccccc23)cc1
 : 65*	100	98	106	102	77	96	-0.3
> Nc1c(C(=O)N/N=C/c2ccccc2)cnn1-c1ccccc1
 : 8	93	98	90	94	99	108	0.0
> COc1ccc2cc3c(N)nn(C(=O)Cc4ccc(Cl)cc4)c3nc2c1
 : 42	107	103	104	100	105	90	-0.3
> CN1CCN(S(=O)(=O)c2ccc(N(C)Cc3cccc(F)c3)nc2)CC1
 : 0	95	97	95	99	93	98	-0.1
> O=C(Cn1c(=O)oc2cc(S(=O)(=O)N3CCCC3)ccc21)N1CCN(C2CCCCC2)CC1
 : -1	122	109	102	110	108	117	0.4
> CCOC(=O)c1ccc(NC(=O)CN2C(=O)C(=O)N(CC(C)C)C2=O)cc1
 : 0	101	106	108	101	116	94	0.0
> COc1ccc(CNc2nc(NCc3ccc(OC)c(OC)c3)n(C(=O)c3cccs3)n2)cc1OC
 : -1	98	96	96	96	103	104	0.3
> CCc1ccc(CNCCSc2nnnn2C)cc1
 : -4	95	92	x	100	106	85	0.3
> CCOC(=O)C1CCN(C(=O)C2CCCN(S(=O)(=O)c3ccc(OCC)c(Cl)c3)C2)CC1 (configuration not stated)
 : 1	110	96	105	91	108	124	-0.1
> COCCNC(=O)CN1CCN(C(c2ccccc2)c2ccccc2)CC1
 : 0	104	105	105	100	113	104	-0.1
> O=S(=O)(c1cccc(F)c1)N1CCCN(c2ccc(C(F)(F)F)cn2)CC1
 : -1	95	105	86	93	111	116	0.2
> COC(=O)c1sc(NC(=O)C(C)c2ccccc2)nc1C (configuration not stated)
 : 12	100	96	96	101	93	89	-0.1
> COc1cccc(CNC(=O)COC(=O)c2c(C)nn(-c3ccccc3)c2Cl)c1
 : 5	98	95	94	98	90	96	0.0
> CC(CC(=O)NNC(=O)c1ccncc1)c1ccccc1 (configuration not stated)
 : 5	103	96	94	100	89	98	0.2
> CNC(=O)CN(c1ccc2c(c1)OCCO2)S(C)(=O)=O
 : 3	103	106	109	103	78	106	0.0
> CCCSc1ccc([C@@H]2[C@@H]3C(=O)N(C)C(=O)[C@@H]3[C@]3(C(=O)OC)CCCCN23)cc1OC
 : 0	96	94	108	103	101	110	0.0
> CC(C)C(C(=O)OCC(=O)c1cccc([N+](=O)[O-])c1)N1C(=O)[C@@H]2[C@H]3CC[C@H](C3)[C@@H]2C1=O (some centres not stated)
 : 2	94	103	102	106	106	97	-0.1
> COC(=O)C1=C[C@@H](C(=O)OC)[C@@H]2C3=C(C(=O)[C@]2(CC(C)C)NC(=O)c2ccccc2)[C@H](C)n2c(=O)n(-c4ccccc4)c(=O)n2[C@@H]3C1
 : -1	95	96	98	103	102	117	-0.1
> COc1ccc(S(=O)(=O)Nc2cccc3c2O[C@H](CN(C)S(=O)(=O)c2ccccc2)[C@@H](C)CN([C@H](C)CO)C3=O)cc1
 : -2	103	96	94	98	81	92	0.0
> CC1CCCCN1C(=O)c1ccc(C(=O)Nc2ccc(F)cc2)cc1 (configuration not stated)
 : -1	90	74	70	94	105	127	-0.1
> COc1ccc(C(=O)Nc2cccc(-c3cnc4ccccc4n3)c2)cc1
 : 3	110	104	110	101	102	105	0.1
> C#CCOCCOCCOCCNc1nc(N2CCN(C(=O)[C@H]([C@@H](C)CC)n3cc([C@@H](N)CO)nn3)CC2)nc(N2CCN(C(=O)[C@H]([C@@H](C)CC)n3cc([C@@H](N)CC(C)C)nn3)CC2)n1
 : 6	92	88	104	100	101	106	0.1
> COc1cccc(C2CC(c3ccc(C)cc3)Nc3nc(N)nn32)c1 (configuration not stated)
 : -1	99	102	100	101	104	104	0.0
> CN1CCN(/C=N/c2sc3c(c2C#N)CCCCC3)CC1
 : 29	105	107	103	100	96	105	0.1
> O=C(NCCCN1CCOCC1)C(c1ccccc1)c1ccccc1
 : 0	106	96	100	106	104	89	0.2
> CNS(=O)(=O)c1cccc(C(=O)OCC(=O)NCCCc2ccccc2)c1
 : 0	105	92	93	99	99	92	-0.1
> CCc1ccccc1NC(=O)CCN1C(=O)C2C3CCC(C3)C2C1=O (configuration not stated)
 : 0	102	107	109	106	99	111	0.0
> CCCc1cc(=O)n2nc(N3CCC(C(=O)N4CCN(c5ccc(OC)cc5)CC4)CC3)sc2n1
 : -3	102	94	106	99	80	102	-0.1
> CC(C)(C)c1ccc(OC(=O)N2CCOCC2)cc1
 : 3	103	100	89	94	90	114	0.3
> Cc1ccc(-n2c(SCC(=O)OC(C)C)nnc2-c2ccccn2)cc1
 : 0	113	109	115	106	93	102	-0.1
> CCN(CC(=O)NCc1cccs1)C(=O)c1ccc(C)o1
 : 1	106	111	106	106	110	114	0.2
> Cc1occc1-c1nnc(SCC(=O)Nc2nc(C(C)(C)C)cs2)o1
 : 18	111	110	x	114	80	100	-0.1
> CC(C)(C)NC(=O)CN(C(=O)C1(C)CC(=O)N=C2C=CC=CN21)C1CCCC1 (configuration not stated)
 : -3	97	100	99	101	94	95	0.0
> Cn1c(=O)[nH]c(=O)c2c1nc(SCC(=O)O)n2Cc1ccccc1
 : -3	118	91	95	73	99	92	0.0
> COc1cc(OC)c(OC)cc1CN1CCCC(C(=O)N2CCCC2)C1 (configuration not stated)
 : 2	103	111	101	100	101	x	0.0
> CS(=O)(=O)Cc1ccc(C(=O)NNC(=O)c2cc(-c3ccccc3)n[nH]2)cc1
 : 5	103	100	90	97	104	109	0.1
> COC(=O)c1ccc(C)c(NS(=O)(=O)c2ccc3c(c2)OCCO3)c1
 : -2	97	95	96	97	79	96	0.0
> N#CC1(NC(=O)CSc2nnc3n2CCCCC3)CCCCC1
 : 2	105	106	99	102	109	107	0.2
> C/C(=C\c1cccc(Br)c1)C(=O)c1c(C)cc(C)[nH]c1=O
 : 0	108	97	98	106	101	113	0.0
> O=[N+]([O-])c1ccc(C2Oc3ccccc3C3CC(c4ccccc4)=NN32)s1 (configuration not stated)
 : 59*	107	87	95	95	106	111	0.2
> Cc1ccc(C2=NS(=O)(=O)N(C)C(C(=O)Nc3cc(C)n(CC(=O)N4CCC(C)CC4)n3)=C2)cc1
 : 1	99	104	111	99	136	97	-0.1
> CCCCN(C(=O)c1c(-c2ccccc2)noc1C)c1c(N)n(CCC)c(=O)[nH]c1=O
 : 0	100	96	98	99	115	97	0.2

# Next part
# Each structure is followed by: AHR activator	MEP2 TOR yeast	AGP1 TOR yeast	CIT2-GFP yeast	RPL19A TOR yeast	Yeast superoxide	LAP4 TOR yeast	Efflux pump inh
> CSCCC(N=C1NS(=O)(=O)c2ccccc21)C(=O)NCCc1ccccc1 (configuration not stated)
 : 2	95	73	85	99	102	62	2.5
> Cc1cccc(NC2SC(=O)NC2=O)c1 (configuration not stated)
 : 3	98	107	104	101	95	110	-0.1
> COc1ccc(NC(=O)CSc2nc3ccccc3c(=O)[nH]2)cc1S(N)(=O)=O
 : 0	109	102	95	98	114	112	-0.1
> CCCCC(=O)Nc1ccc2c(c1)C(=O)NC2=O
 : 2	108	98	100	99	106	107	0.5
> CN(C(=O)c1ccccc1C(=O)OCC(=O)Nc1ccc(OC(F)F)cc1)c1ccccc1
 : 1	99	100	95	99	98	103	0.2
> COc1ccccc1NC(=O)CC(=O)c1cccc([N+](=O)[O-])c1
 : 5	109	90	92	100	106	112	0.0
> CN(C)/N=C/c1ccc(OC(=O)c2cccc([N+](=O)[O-])c2)cc1
 : 3	109	92	98	95	127	98	0.3
> O=C(CNCc1ccc(F)cc1)Nc1ccc(S(=O)(=O)N2CCOCC2)cc1
 : 1	109	104	107	101	73	102	0.0
> O=C(CS(=O)(=O)c1cn(CC(=O)N2CCOCC2)c2ccccc12)Nc1ccccc1
 : 0	96	98	84	94	95	95	-0.1
> O=C(Nc1cc(S(=O)(=O)N2CCCCC2)ccc1N1CCOCC1)c1ccc(C(F)(F)F)cc1
 : 0	u	u	u	u	88	u	0.4
> CCN(CC)S(=O)(=O)c1ccc(F)c(C(=O)NCCC(C)C)c1
 : -1	106	108	114	x	104	105	0.1
> CC(=O)Nc1ccc(OC(=O)c2cccs2)cc1
 : -1	106	103	93	97	105	108	-0.3
> COc1ccc(CCC(=O)Nc2ncc(C)s2)cc1
 : 7	100	102	107	109	99	104	0.1
> CCCC[C@H]1COCCS(=O)(=O)N1Cc1ccc(Br)cc1
 : 2	95	78	64	94	96	140	0.1
> O=C1C=C(/C=C/c2ccccc2)C[C@@H](c2ccc3c(c2)OCO3)C1
 : 36	94	94	88	101	100	110	0.6
> CC(/C=N\N1CCN(Cc2ccc(C)cc2)CC1)=C\c1ccccc1
 : -2	97	90	90	97	110	92	-0.1
> NS(=O)(=O)c1ccc(NC(=O)COc2ncnc3c2cnn3-c2ccccc2)cc1
 : 6	109	99	89	95	108	104	0.0
> O=C(COc1ccc(Br)cc1)NCCN1CCCC1
 : 0	105	98	104	104	99	95	0.0
> Cc1cc(S(=O)(=O)Nc2ccc(C(=O)NCC(c3ccco3)N3CCCC3)cc2)ccc1F (configuration not stated)
 : 2	109	112	108	108	96	106	0.1
